PNC assembly inh: inhibitors of perinucleolar compartment assembly. PC3M PTB-GFP, PNC prevalence imaging, 16 h; active compounds read low. activity change (PNC), negative = inhibition, % at 10 µM. hit rate 3.1% among 140,000. AID 2417;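 active means readout at or below -70, meaning at least 70% loss of cells showing the perinucleolar compartment, a nuclear body marking cancer cells; inconclusive means readout between -30 and a set limit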;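 further: plate controls were DMSO wells for no effect and camptothecin positive control wells for full effect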
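Compounds are pinned in duplicate onto adhered PC3M cells stably expressing GFP-tagged PTB and incubated 16 h at 37 C. Cells are then fixed, nuclei stained with Hoechst, and PNC-positive cells counted.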
ALOX15B inhib: inhibitors of human 15-lipoxygenase 2 (ALOX15B) | hit rate 0.56% among 110,000 | O15296 | purified 15hLO-2, xylenol orange hydroperoxide absorbance | Potency, µM (doses to about 57.1 µM), inactives show at the top dose activity change, negative = inhibition, actives largely listed as inhibitors | AID 881; further: potency means the concentration at half of the fitted maximal effect; nearly all actives have a fitted effect of over 60% in size; many of its hits are not listed in these tables
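Purified human 15hLO-2 (50 nM) preincubated 15 min with compound, then 45 uM arachidonic acid for 90 min at RT in 25 mM Hepes pH 7.5, 0.01% Triton X-100. Hydroperoxide detected by Fe-xylenol orange; 573/405 nm absorbance ratio.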
12-hLO inh: blocks human 12-lipoxygenase activity. Potency, µM (series often up to 57.1 µM), for the others: top-dose activity change, negative = inhibition, most hits filed as inhibitors. hit rate 0.12% among 150,000. P18054. purified 12-hLO, xylenol orange hydroperoxide absorbance; further: potency means the concentration at half of the fitted maximal effect; nearly all actives have a fitted effect of over 55% in size; many of its hits are not listed in these tables
Target sequence (P18054 whole entry, looked up): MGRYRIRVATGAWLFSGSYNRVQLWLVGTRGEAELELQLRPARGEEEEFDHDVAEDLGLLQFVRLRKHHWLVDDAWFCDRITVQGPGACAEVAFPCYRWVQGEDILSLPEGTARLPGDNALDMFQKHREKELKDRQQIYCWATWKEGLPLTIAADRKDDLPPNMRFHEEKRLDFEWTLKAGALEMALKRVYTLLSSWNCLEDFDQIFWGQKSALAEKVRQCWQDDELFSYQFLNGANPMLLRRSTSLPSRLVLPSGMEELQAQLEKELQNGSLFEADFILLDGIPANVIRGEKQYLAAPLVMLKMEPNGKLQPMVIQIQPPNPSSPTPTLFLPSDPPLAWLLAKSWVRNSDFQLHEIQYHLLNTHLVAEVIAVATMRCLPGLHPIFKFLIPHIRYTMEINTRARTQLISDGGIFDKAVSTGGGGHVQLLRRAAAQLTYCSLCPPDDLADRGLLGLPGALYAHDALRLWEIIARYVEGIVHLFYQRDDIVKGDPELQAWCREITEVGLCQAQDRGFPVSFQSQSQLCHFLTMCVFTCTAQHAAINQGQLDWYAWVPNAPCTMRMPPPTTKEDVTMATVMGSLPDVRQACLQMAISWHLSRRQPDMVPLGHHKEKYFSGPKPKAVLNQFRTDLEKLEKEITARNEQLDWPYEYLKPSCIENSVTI
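Hydroperoxide formation by human 12-lipoxygenase from 40 uM arachidonic acid was followed colorimetrically via ferric-xylenol orange complex, using the 573/405 nm absorbance ratio. Enzyme concentration was 150 nM, with 30 min reaction at room temperature.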
IMPase cell inh: membrane-permeable compound that blocks inositol monophosphatase; 120,000 tested, under 10 active; inhibition (IP1 accumulation), % at 46.1 µM; CHO-M1 cells, IP1 accumulation, HTRF TR-FRET ratio; P97697; active means well fitted curve in the direction sought with a large enough effect in the signal ratio, not every such curve was filed as active; inconclusive means small, poorly fitted or top-dose-only effect, or a change in a side signal; inactive means no such curve, though single readings can be large or run the other way; the % refers to the signal ratio;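 further: cells stimulated with carbachol in lithium chloride buffer; plate controls were DMSO basal wells for no effect and reference inhibitor wells for full effect; higher means more IMPase inhibition seen as more IP1 and lower FRET ratio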
Target sequence (P97697 whole entry, looked up): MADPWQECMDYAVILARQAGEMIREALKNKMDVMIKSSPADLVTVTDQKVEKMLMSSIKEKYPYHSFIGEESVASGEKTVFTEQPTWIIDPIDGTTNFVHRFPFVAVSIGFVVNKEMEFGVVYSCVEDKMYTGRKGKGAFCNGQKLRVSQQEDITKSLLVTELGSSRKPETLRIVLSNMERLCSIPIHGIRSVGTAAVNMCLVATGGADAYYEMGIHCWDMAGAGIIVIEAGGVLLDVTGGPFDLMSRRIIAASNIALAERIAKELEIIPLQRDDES
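Cellular IMPase inhibition is scored as a rise in cytosolic IP1, detected by competitive TR-FRET between d2-labelled IP1 and a europium anti-IP1 antibody. M1-expressing CHO cells were stimulated with carbachol for 30 min at 37C, with lithium (50 mM LiCl) present in the buffer.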
* hit, by the source's call; ? = inconclusive; . = no result given; [ ] = another dose, or the depositor's remark. Unless noted, the call rests on the fitted dose curve; in most records, active means well fitted curve in the direction sought with a large enough effect; inconclusive means small, poorly fitted or top-dose-only effect, or another doubt; inactive means no such curve, though single readings can be large; an effect the other way counts as inactive or inconclusive. Unless noted, on the % scale 0 is the no-effect control and ±100 the full control effect.

SMILES | PNC assembly inh | ALOX15B inhib | 12-hLO inh | IMPase cell inh
CC(=O)Nc1ccc(C(=O)N/N=C(\C)CC(=O)Nc2ccc(OCc3ccccc3)cc2)cc1 | -4 | . | -4% | .
N#Cc1c(-c2ccccc2)nc(-c2ccccc2)nc1N1CCOCC1 | 2 | 8% | 5% | -11
COC(=O)[C@](C)(N)Cc1ccc(O)cc1 | . | -8% | -4% | 3
COc1ccccc1CN1CCC2(CC1)CCN(C(=O)c1cccn1C)CC2 | . | 17% | 2% | .
Cc1noc(C)c1S(=O)(=O)N(CC(=O)NCc1ccc(Cl)cc1)c1ccc2c(c1)OCO2 | -26 | 4% | -15% | 2
COc1cc(NC(=S)NC2CC2)c(OC)cc1Cl | ? | . | 3% | .
Cc1ccc(NC(=O)Cc2csc(-c3ccccc3)n2)cc1F | ? | . | 0% | -2
Fc1ccc(NC(=S)NC23CN4CN(CN(C4)C2)C3)cc1 | -28 | . | 0% | .
O=C(C1CCN(Cc2ccccc2)CC1)N1CCN(C/C=C/c2ccccc2)CC1 | -20 | . | 0% | .
Nc1c(C(=O)C2CC2)sc2nc(-c3ccccc3)cc(C(F)(F)F)c12 | 39 | . | -4% | -24
COc1ccc(/C=C/C(=O)NCc2cn(C)nc2C)cc1COc1ccc(Br)cc1 | -11 | 11% | -1% | 2
CCOc1ccc(NC(=O)CCN2CCN(c3ccccc3F)CC2)cc1 | -6 | 19% | 11% | -6
Cc1ccc(C(=O)Nc2sc(Cc3ccc4c(c3)OCO4)c(C)c2C(N)=O)cc1 | -2 | . | -7% | .
CCN(CC)c1ccc(C2C(C(=O)OCCOC)=C(C)NC3=C2C(=O)CC(C)(C)C3)cc1 (stereo unspecified) | 41 | -5% | -7% | -12
CCCCn1nnnc1SCC(=O)N(CC)CC | ? | 3% | 3% | 2
Cc1ccc2nc(/C(C#N)=C\c3ccc(OC(=O)c4cccs4)cc3)[nH]c2c1 | 29 | ? | -12% | -8
COc1ccc(C(C)n2c(C)c3c(C)nnc(C)c3c2C)cc1 (stereo unspecified) | 21 | . | 7% | 13
CCn1c(CNC(=O)c2cccs2)nnc1SCC(=O)Nc1ccc(Cl)cc1 | -12 | . | -1% | ?
CCOC(=O)N1CCN(C(=O)C2CC(=O)N(c3ccc(OC)cc3)C2c2ccc(OC)cc2)CC1 (stereo unspecified) | -100* | . | 6% | -2
O=C(Nc1ccncc1)C1(c2ccccc2)CCCC1 | 6 | 3% | -2% | -7
COc1cccc(N(CC(=O)Nc2cccc(F)c2)S(C)(=O)=O)c1 | 5 | 3% | -8% | 1
COc1cc(C)nc(N2CCCC(C(=O)Nc3cccc(Cl)c3C)C2)n1 (stereo unspecified) | -124* | 4% | -5% | ?
Cc1cc(Nc2ccc(Br)cc2F)n2ncnc2n1 | 43 | . | -5% | .
CCOC(=O)c1cc(NC(=O)c2ccc(Cl)cc2)c(=O)n2c1oc1ccc(Cl)cc12 | ? | -3% | 3% | -5
O=C(NCCO)C1(c2ccc(Cl)cc2)CCCC1 | ? | -3% | -9% | 7
COc1ccc2oc(-c3ccccc3)c(C(=O)N3CCOCC3)c2c1 | 21 | -2% | 1% | -2
COc1cc2c(cc1/C=C1/NC(=O)N(c3ccccc3)C1=O)OCO2 | -21 | . | -1% | .
O=c1c2ccccc2nc(-c2ccco2)n1/N=C/c1ccco1 | 26 | 0% | -5% | -2
CCOc1ccc(NC(=O)COC(=O)c2ccc3c(c2)C(=O)N(CCc2ccccc2)C3=O)cc1 | -7 | . | -3% | .
CN(C)CCCN(C(=O)c1ccc2c(c1)CCCC2)c1nc2ccc(F)cc2s1 | ? | . | 0% | 1
Cc1ccc(Cn2ccc(=O)c(OCc3ccccc3)c2C)cc1 | ? | 0% | -10% | 0
CSc1ccc(/C=C(\NC(=O)c2ccc(C)cc2)C(=O)Nc2cccc(C)c2)cc1 | 7 | . | -2% | -10
O=C(C1CCC(Cn2c(=O)[nH]c3ccccc3c2=O)CC1)N1CCN(c2ccccc2)CC1 (stereo unspecified) | 27 | . | 0% | .
Cc1cccc(-c2nc(NCCCN3CCOCC3)c3ccccc3n2)c1 | 60 | 39%[activator] | -11% | 7
CCOC(=O)C1CCCN(C(=O)CN2CCN(Cc3ccc(Cl)cc3)C2=O)C1 (stereo unspecified) | 20 | -6% | 10% | -3
Cc1cccc(NC(=O)CSc2nnc(Cn3cnc4ccccc43)o2)c1 | 0 | . | 6% | 9
COCCn1cc(C(=O)NCc2cccs2)c2c3ccccc3n(C)c2c1=O | ? | -28% | 0% | -5
Cc1cc2ccccn2c1C(=O)c1ccc(Cl)cc1 | -105* | -11% | -5% | -2
CCN(CC)S(=O)(=O)c1ccc(N/N=C/c2cc(OC)ccc2O)nc1 | 16 | . | 0% | .
CCc1nnc(NC(=O)c2cccc(C(=O)Nc3nnc(CC)s3)n2)s1 | ? | . | 2% | -6
COc1ccc(S(=O)(=O)N(CC(=O)N2CCOCC2)Cc2ccccc2)cc1 | 23 | . | 4% | -5
CCC(C)(C)n1nnnc1C(c1ccc2ncccc2c1)N1CCN(c2nc3ccccc3s2)CC1 (stereo unspecified) | -86* | 6%[11.4 µM] | -3% | 4[1.84 µM]
Cc1cc(C)n(-c2ncnc3sc4c(c23)CCCC4)n1 | 3 | -7% | 3% | -14
N#Cc1c(N2CCCC2)nc(N)c2c(N)nc(N3CCCC3)cc12 | 27 | 20% | -3% | -12
O=P(O)(CCc1ccncc1)CN1CCCCC1 | 22 | -5% | 4% | -8
Cc1ccc(C(=O)O/N=C(\c2ccccc2)c2cccnc2)cc1 | -29 | . | -1% | .
NC(=O)c1c(NC(=O)CCCC(=O)O)sc2c1CCCCCC2 | 34 | . | 6% | .
O=C(Nc1ccc(Cl)c(C(F)(F)F)c1)C1CCCN(S(=O)(=O)c2cnc[nH]2)C1 (stereo unspecified) | 57 | 4% | -8% | -6

Reprinted at random: 2 records from the list, in no set order.
SMILES | PNC assembly inh | ALOX15B inhib | 12-hLO inh | IMPase cell inh
Cc1cc2ccccn2c1C(=O)c1ccc(Cl)cc1 | -105* | -11% | -5% | -2
Cc1cccc(-c2nc(NCCCN3CCOCC3)c3ccccc3n2)c1 | 60 | 39%[activator] | -11% | 7

In another format: entries from further up
| mol | PNC assembly inh | ALOX15B inhib | 12-hLO inh | IMPase cell inh |
| --- | --- | --- | --- | --- |
| CN(C)CCCN(C(=O)c1ccc2c(c1)CCCC2)c1nc2ccc(F)cc2s1 | ? | . | 0% | 1 |
| COc1cc(C)nc(N2CCCC(C(=O)Nc3cccc(Cl)c3C)C2)n1 (stereo unspecified) | -124* | 4% | -5% | ? |
| Cc1cc2ccccn2c1C(=O)c1ccc(Cl)cc1 | -105* | -11% | -5% | -2 |

Further compounds follow:
SMILES | PNC assembly inh | ALOX15B inhib | 12-hLO inh | IMPase cell inh
Cc1ccc(C(=O)Nc2ccccc2-c2ccccc2)o1 | 4 | -2% | 0% | 3
COC(=O)c1ccc(COc2ccccc2/C=N/NS(=O)(=O)c2ccc(C)cc2)cc1 | 7 | -4% | -5% | 4
Cn1c(=O)c(=O)n(C)c2cc(S(=O)(=O)Nc3ccc4c(c3)OCCO4)ccc21 | ? | 1% | -3% | -5
COC(=O)c1c(N)sc2c1CCN(c1ncc(C(F)(F)F)cc1Cl)C2 | 26 | 1% | -9% | 4
CC(Oc1ccc(Cl)cc1)C(=O)/C=C/N(C)C (stereo unspecified) | 10 | -19% | -17% | -10
COC(=O)c1sccc1NC(=O)c1ccco1 | ? | 0% | 1% | -11
CC(=O)Nc1cc(-c2nn(C)c(=O)c3ccccc23)ccc1N1CCOCC1 | 6 | -3% | 2% | 0
CCN1CCN(CC(=O)c2c[nH]c3ccc(C)cc23)CC1 | 25 | 9% | 2% | 6
COCCNC(=O)C(C)OC(=O)c1nsc(Cl)c1Cl (stereo unspecified) | 21 | 1% | 3% | -9
O=C(NCCN1C(=O)S/C(=C\c2ccc(Cl)c(Cl)c2)C1=O)c1ccc2c(c1)C(=O)N(Cc1ccncc1)C2=O | 8 | . | 0% | .
Cc1sc2nc(C(C)C)oc(=O)c2c1C | ? | -6% | -2% | 0
O=C(CSc1nc2c(c(C(F)(F)F)n1)CCc1ccccc1-2)NCc1ccccc1 | 8 | . | 5% | -20
CCOC(=O)C1CCN(C/C=C/c2ccccc2OC)CC1 | ? | 0% | -3% | 10
O=C(CSCc1cccc(Br)c1)NC1CC1 | -23 | . | -3% | .
c1ccc(SCCc2ccncc2)cc1 | 3 | 0%[11.4 µM] | -4%[11.4 µM] | 3
CCC(C#CCN1CCOCC1)(CC)OCCC#N | 16 | 1% | -5% | -4
CC1(C)CN=C(N2CCN(c3ncnc4sc5c(c34)CCCC5)CC2)S1 | ? | 7%[2.29 µM] | -1% | -10
Cc1cccc(-c2nc(=S)c3c(n2Cc2ccco2)CCCC3)c1 | ? | ? | -20% | -13
CCN(CC)C(=O)C(Cc1ccccc1)N1C(=O)c2ccccc2C1=O (stereo unspecified) | ? | 0% | 5% | 3
c1cc(-c2noc(CCC3CCCC3)n2)ccn1 | ? | 4% | -6% | 9
Cc1nn(C)c(C)c1S(=O)(=O)N(CC(=O)Nc1ccc2c(c1)OCO2)c1ccc(C(C)C)cc1 | -8 | . | 0% | -6
CC(C)Cn1c(N)c(C(=O)COC(=O)C2=COCCO2)c(=O)n(C)c1=O | 15 | 5% | 2% | -13
O=C(CSc1nnc(Nc2ccccc2F)s1)Nc1cccc(S(=O)(=O)N2CCCCC2)c1 | 13 | . | -4% | .
CCOC(=O)C1CCN(C(=O)COc2ccc(N(C)S(=O)(=O)c3cccs3)cc2)CC1 | -16 | 3% | -5% | 0

Brought forward from above: 2 compounds, then new ones.
SMILES | PNC assembly inh | ALOX15B inhib | 12-hLO inh | IMPase cell inh
O=C(CSc1nnc(Nc2ccccc2F)s1)Nc1cccc(S(=O)(=O)N2CCCCC2)c1 | 13 | . | -4% | .
CCOC(=O)C1CCN(C(=O)COc2ccc(N(C)S(=O)(=O)c3cccs3)cc2)CC1 | -16 | 3% | -5% | 0
CC(=O)N[C@@H](CC(=O)O)C(=O)N[C@@H](CCC(=O)O)C(=O)O | . | 12% | -1% | 5
COc1ccc(-c2csc(N3CCC(C(N)=O)(N4CCCCC4)CC3)n2)cc1 | 25 | 4% | 6% | -2
Cc1cc(=O)oc(C)c1C(=O)Nc1c(C)n(C)n(-c2ccccc2)c1=O | 47 | 0% | 4% | 3
CCn1c(SCC(=O)Nc2ccc3c(c2)OCO3)nc2c(c1=O)SC(C)C2 (stereo unspecified) | 21 | -2% | -7% | 2
COc1ccc(C(=O)Nc2cccc(C(C)=O)c2)cc1S(=O)(=O)N1CCOCC1 | ? | -1% | -2% | -2
O=c1nc2ccccc2c(NS(=O)(=O)c2ccc(Cl)cc2)n1-c1ccccc1 | 38 | -9% | 7% | 5
Clc1ccc(Cn2c(CN3CCCC3)nc3ccccc32)cc1 | 4 | 47%[activator][25.6 µM] | 2% | 5[20.6 µM]
CC(=O)Nc1ccc(S(=O)(=O)NCC(=O)OCc2ccccc2)cc1 | 25 | . | 0% | .
c1ccc(Nc2nc(N3CCCCC3)nc(N3CCCCC3)n2)cc1 | ? | 15% | 6% | 10
O=C(N1CCOCC1)N1CCN(c2ccccn2)CC1 | 20 | -4% | 2% | 1
CCc1c(C)n([O-])c2c([n+]1=O)CCC2 | -81* | 2%[2.29 µM] | -1% | 1
COc1ccc(Cl)cc1N1C(=O)C2CCCN2C1c1sccc1C (stereo unspecified) | -26 | -6% | -4% | -5

Ordered by heavy-atom count (rising): some entries from above
SMILES | PNC assembly inh | ALOX15B inhib | 12-hLO inh | IMPase cell inh
c1ccc(Nc2nc(N3CCCCC3)nc(N3CCCCC3)n2)cc1 | ? | 15% | 6% | 10
CCn1c(SCC(=O)Nc2ccc3c(c2)OCO3)nc2c(c1=O)SC(C)C2 (stereo unspecified) | 21 | -2% | -7% | 2
O=c1nc2ccccc2c(NS(=O)(=O)c2ccc(Cl)cc2)n1-c1ccccc1 | 38 | -9% | 7% | 5

An excerpt; count on the stated rates, not on these rows.
